# RMI-FANCM inh: RMI-FANCM interaction inhibition | FP signal (polarization) at 33 µM | AID 1159607 | actives 0.58% (n = 70,000) | Fluorescence polarization, RMI core complex with F-MM2 peptide; stronger effect = lower value; in the data active = FP signal below about 40; also: inactives centre near 61; strong numbers were not always called active; unit not given here
# * hit, by the source's call; & = joins results of further samples.
SMILES,RMI-FANCM inh
Cc1nc(-c2ccccc2)sc1C(=O)Nc1c(C)nc2ccc(Cl)cn2c1=O,58
CCOc1ccc(N2CC(NC(=O)N3CCC(C(N)=O)CC3)CC2=O)cc1 (centres undefined),60
O=C(c1cccc(Cl)c1)N1CCCC(c2nnc(-c3ccc4c(c3)OCO4)o2)C1 (centres undefined),66
COCCCN1C(=O)/C(=C/N2CCN(c3ccccc3)CC2)SC1=S,98
O=C(O)C1CCc2sc3[nH]c(=S)n(-c4ccccc4)c(=O)c3c21 (centres undefined),50
Cc1cc(NC(=O)CSC2=NS(=O)(=O)c3cc(F)ccc3N2)no1,52
Cc1ccc(-c2csc(NC(=O)c3ccc(S(=O)(=O)N(C)CC4CCCO4)cc3)n2)cc1 (centres undefined),61
Cc1sc2ccccc2[n+]1C,54
COCCNC(=O)Cc1csc(Nc2cccc(Cl)c2)n1,65
COc1ccc(Cl)cc1NC(=O)CSc1nc(C)ccc1C#N,108
O=C1CS/C(=C\C(=O)N2CCOCC2)N1,52
O=C1c2ccccc2C(=O)N1CCSc1nnc(C2COc3ccccc3O2)n1-c1ccccc1 (centres undefined),57
NC(=O)c1ccccc1Sc1ccccc1[N+](=O)[O-],54
Cc1ccc(C)c(N2CCN(S(=O)(=O)CC34CCC(CC3=O)C4(C)C)CC2)c1 (centres undefined),63
CC(C)(C)c1ccccc1OCC(=O)Nc1ccc2c(c1)OCCO2,64
CC1CN(C(=O)c2ccc(COc3ccccc3Cl)o2)CC(C)O1 (centres undefined),64
Cc1cc(C)c(Cn2c(=O)n(Cc3ccc(C(=O)NC4CCCC4)cc3)c(=O)c3ccccc32)c(C)c1,60
Cc1ccc(C(=O)Nc2ccc(SCC(=O)Nc3nnc(C)s3)nn2)cc1,69
COc1cccc(NC(=S)NCCc2ccc(OC)c(OC)c2)c1,62
O=c1c2cnn(C3CCS(=O)(=O)C3)c2ncn1CCc1ccccc1 (centres undefined),63
Cn1c(SCC(=O)Nc2ccc3c(c2)OCCO3)nnc1-c1ccc(=O)n(C)c1,63
O=[N+]([O-])c1cc([N+](=O)[O-])c(NN(c2ccccc2)c2ccccc2)c([N+](=O)[O-])c1,51
O=C(Nc1ccc(OC(F)(F)F)cc1)N1CCN(Cc2ccc3c(c2)OCO3)CC1,56
O=C(Nc1nnc(-c2cc3ccccc3o2)o1)c1cc(Cl)ccc1Cl,65
Cc1c(C(=O)O/N=C(/N)c2ccc([N+](=O)[O-])o2)n(C)oc1=O,55
Nc1nc(SCC(=O)Nc2ccccc2Cl)ncc1S(=O)(=O)c1ccc(Cl)s1,76
O=C(CN1CCCC1)N1CCc2ccccc21,57
CCCS(=O)(=O)N1CCc2ccc(NC(=O)c3ccc(F)c(F)c3)cc2C1,66
CCCCc1ccc(N=CNO)c(C)c1,57
Nc1nnc(SCC(=O)c2ccc(Cl)s2)s1,94
CCCSC(=S)c1c(C)[nH]n(-c2ccccc2)c1=O,55
Cc1cn(S(=O)(=O)c2cn(C)nc2C(F)(F)F)nc1C(F)(F)F,50
CCN(CC)CCN1C(=O)C(=O)C(=C(O)c2c(C)[nH]c(C(=O)OC)c2C)C1c1ccco1 (centres undefined),63
COC(=O)C1C(=O)NC(SCC(=O)Nc2ccc(Br)cc2)=C(C#N)C1c1ccccc1OC (centres undefined),56
CCCOc1ccc(-c2csc(NC(=O)c3ccn(C)n3)n2)cc1,65
Nc1ccc(Sc2ccc(Cl)cc2)nc1,57
COc1ccc(C(=O)NCc2nnc(SCC(=O)NO)n2-c2cccc(F)c2)cc1,56
COc1cn2c(cc1=O)C(=O)N(CCNC(=O)CC(c1ccccc1)c1ccccc1)CC2,62
COC(=O)c1ccc(NC(=O)C2CCCN(c3ccc(-c4ccc(Cl)cc4)nn3)C2)cc1 (centres undefined),107
COC(=O)c1scc(S(C)(=O)=O)c1Cl,53
Cc1onc(-c2ccccc2Cl)c1C(=O)NCC1CN(c2ccccc2)C(=O)O1 (centres undefined),54
CC(CCc1ccccc1)NC(=O)Cc1csc(Nc2ccccc2)n1 (centres undefined),63
Cc1cc(C)n(C(=O)c2scc(-c3ccc(Cl)cc3)c2-n2cccc2)n1,61
Cc1ccc(C(=O)Nc2nnc(-c3cccc(S(C)(=O)=O)c3)o2)c(C)c1,63
O=C(C1COc2ccccc2O1)N1CCN(Cc2nc3ccccc3[nH]2)CC1 (centres undefined),60
COC(=O)NC(C)c1nc2ccccc2n1CCOc1cccc(OC)c1 (centres undefined),49
O=c1[nH]c2sc3c(c2c(=O)n1Cc1ccco1)CCCC3,64
COc1cc(Cl)c(C)cc1Nc1nc2c(S(=O)(=O)c3ccc(C)c(C)c3)nnn2c2ccccc12,68
O=C(CCn1c(=O)sc2ccccc21)Nc1cccc2ccccc12,94
CCCS(=O)(=O)N1CCCc2ccc(NS(=O)(=O)c3ccc(OC)cc3C)cc21,70
CCc1cccc2sc(N(Cc3ccncc3)C(=O)c3ccc(C#N)cc3)nc12,62
CSc1ccc2nc(Nc3nc4c(Cl)cccc4s3)sc2c1,60
CC(=O)c1sc(NC(=O)c2ccco2)nc1-c1ccccc1,60
COC(=O)C/C(=N/NC(=O)CCc1nc(-c2ccc(Cl)cc2)no1)C(=O)OC,54
CC1(C)CO/C(=C\C(=O)C23CC4CC(CC(C4)C2)C3)N1C(=O)C12CC3CC(CC(C3)C1)C2,70
Cc1ncc(CO)c(CO)c1O,64
CS(=O)(=O)c1ccc(SCC(=O)N2CCOCC2)c([N+](=O)[O-])c1,67
COc1cc(C(=O)Nc2ccc(-c3ccc(S(C)(=O)=O)nn3)cc2)cc(OC)c1OC,56
COc1ccc(Cl)c2sc(N(CCN(C)C)C(=O)c3ccno3)nc12,75
CCC(=O)c1ccc2c(c1)OCCO2,56

# Three compounds already listed, sorted by the number in RMI-FANCM inh, ascending.
compound,RMI-FANCM inh
COC(=O)C/C(=N/NC(=O)CCc1nc(-c2ccc(Cl)cc2)no1)C(=O)OC,54
CCC(=O)c1ccc2c(c1)OCCO2,56
CCCS(=O)(=O)N1CCCc2ccc(NS(=O)(=O)c3ccc(OC)cc3C)cc21,70

# Next section
SMILES,RMI-FANCM inh
COc1cc(C(=O)Nc2nc(-c3ccc(C(C)C)cc3)cs2)cc(OC)c1OC,59
O=C(NC1CC1)C1CCCN(c2ccc(-c3ccccc3)nn2)C1 (centres undefined),61
COc1ccc(C(=O)c2oc3ccc4ccccc4c3c2C)cc1,55
COC(=O)c1c(-n2c(C)ccc2C)sc2c1CCC(C)C2 (centres undefined),88
COc1ccc(N2CC(NC(=O)N3CCC(O)CC3)CC2=O)cc1OC (centres undefined),57
O=C(CSc1nnc(NC(=O)c2ccc3ccccc3c2)s1)c1ccccc1,63
O=C(O)c1ccc(-c2ccsc2)cc1,58&54
Cc1ccc2c(c1)OCC(=O)N2Cc1nc(-c2cccc(C(F)(F)F)c2)no1,69
CCOC(=O)C1CCN(c2c(S(=O)(=O)c3ccccc3)cnc3ccc(OCC)cc23)CC1,61
CCOC(=O)c1c(N2C(=O)CSCC2=O)sc2c1CCCC2,59
NC(=S)CS(=O)(=O)Cc1cccc(C(F)(F)F)c1,54
CCSc1nc2ccccc2n1C(=O)/C=C/c1cccs1,63

# 16 compounds from above, arranged by SMILES length, rising:
SMILES,RMI-FANCM inh
Cc1ncc(CO)c(CO)c1O,64
CCC(=O)c1ccc2c(c1)OCCO2,56
O=C(O)c1ccc(-c2ccsc2)cc1,58&54
CCSc1nc2ccccc2n1C(=O)/C=C/c1cccs1,63
NC(=S)CS(=O)(=O)Cc1cccc(C(F)(F)F)c1,54
COC(=O)c1c(-n2c(C)ccc2C)sc2c1CCC(C)C2 (centres undefined),88
O=C(NC1CC1)C1CCCN(c2ccc(-c3ccccc3)nn2)C1 (centres undefined),61
COc1ccc(N2CC(NC(=O)N3CCC(O)CC3)CC2=O)cc1OC (centres undefined),57
COc1ccc(Cl)c2sc(N(CCN(C)C)C(=O)c3ccno3)nc12,75
O=C(CSc1nnc(NC(=O)c2ccc3ccccc3c2)s1)c1ccccc1,63
COc1cc(C(=O)Nc2nc(-c3ccc(C(C)C)cc3)cs2)cc(OC)c1OC,59
Cc1ccc2c(c1)OCC(=O)N2Cc1nc(-c2cccc(C(F)(F)F)c2)no1,69
COC(=O)C/C(=N/NC(=O)CCc1nc(-c2ccc(Cl)cc2)no1)C(=O)OC,54
COc1cc(C(=O)Nc2ccc(-c3ccc(S(C)(=O)=O)nn3)cc2)cc(OC)c1OC,56
CCOC(=O)C1CCN(c2c(S(=O)(=O)c3ccccc3)cnc3ccc(OCC)cc23)CC1,61
CC1(C)CO/C(=C\C(=O)C23CC4CC(CC(C4)C2)C3)N1C(=O)C12CC3CC(CC(C3)C1)C2,70

# Later entries
SMILES,RMI-FANCM inh
CCN1/C(=C\C(=O)c2cccc([N+](=O)[O-])c2)Sc2ccccc21,55
COC(=O)c1ccc(Cn2nc(C3CCN(S(C)(=O)=O)CC3)n(C)c2=O)cc1,61
CCCc1cc(=O)n(CC(=O)N(CC)c2ccccc2)cn1,64
Cc1oc(-c2ccccc2)cc1C(=O)/C=C/N(C)C,56
O=S(=O)(Cc1noc(-c2ccno2)n1)c1ccsc1,59
CCCCCCCCCCCCC/C=C/C(O)C(N)CO (centres undefined),105
Cc1ccc2nc(NC(=O)CSc3ccc(-c4ccco4)nn3)sc2c1,64
CCN(c1ccccc1)S(=O)(=O)c1ccc(C(=O)Nc2cc(C)nn2C)cc1,69
CC(=O)N1CCN(C(=S)c2cccc([N+](=O)[O-])c2)CC1,65
Cc1ccc(N=C2C=C(SC#N)C(=O)C(SC#N)=C2)cc1,-16*
O=C1C=CC(=O)N1CCc1ccccc1,51
COCC(=O)N1CCCc2ccc(NS(=O)(=O)c3ccc(OCC(C)C)cc3)cc21,69
O=C(Cc1cccs1)NCc1ccc2[nH]c3c(c2c1)CCCC3,-1*
COc1ccc(C(=O)N2C(=S)C(c3ccccc3)=NC23CCC(C)CC3)cc1OC (centres undefined),42
COc1ccc(N2CC(NC(=O)N3CCC(C(N)=O)CC3)CC2=O)cc1 (centres undefined),63
Cc1ccc(C(=O)c2ccccc2C(=O)O)cc1Cl,53
C[C@H]1[C@H]2CC[C@H]3[C@@H]4CC=C5C[C@@H](N(C)C)CC[C@]5(C)[C@H]4CC[C@]23CN1C,70
CCCN1CCCc2cc(CCNC(=O)C(=O)Nc3ccc(F)c(F)c3)ccc21,103
Cc1ccc2sc(N(CCCN3CCOCC3)C(=O)c3cccs3)nc2c1C,55
CN(C)CCCN1C(=O)C(O)=C(C(=O)c2cc3ccccc3o2)C1c1ccccn1 (centres undefined),65
O=C(NCc1ccccc1Cl)C(=O)NCC1OCCN1S(=O)(=O)c1ccc2c(c1)OCCO2 (centres undefined),93
COc1cccc(NC(=S)Nc2ccc(OC)cc2OC)c1,56
CCOC(=O)N1CCC(NC(=O)Cc2csc(NC(=O)c3ccc(=O)[nH]c3)n2)CC1,63
CCOc1ccc(C(=O)NCCn2ncc3c(=O)n(Cc4ccc(F)cc4)cnc32)cc1,66
Cc1cc(=O)[nH]c(SCCCCCCCCCCSc2nc(C)cc(=O)[nH]2)n1,63
CC(C)N(C(=O)Cn1nc(-c2ccco2)c2sc(N3CCCCC3)nc2c1=O)c1ccccc1,66
NC(N)=N/N=C\c1ccc(Cl)c(Cl)c1,71
CS(=O)(=O)N1CCC(c2nn(Cc3ccc(F)cc3)c(=O)n2-c2cccs2)CC1,63
NC(=O)c1oc2ccccc2c1NC(=O)c1ccno1,53
Fc1ccc2c(c1)/C(=N/Nc1cc(C(F)(F)F)ccc1Cl)CCO2,52
S=c1sc2ccccc2n1CN1CCN(Cc2ccccc2)CC1,58
Cc1nn(C2CCS(=O)(=O)C2)c2nc(-c3ccco3)cc(C(=O)NCc3ccc4c(c3)OCO4)c12 (centres undefined),93
CSc1ccc2nc(N)sc2c1,71
CCOC(=O)c1sc(NC(=O)CN2CCOCC2)c(C(=O)OCC)c1C,69
Cc1cnc2n(c1=O)C(CC(=O)N1CCN(c3ccc(F)cc3)CC1)CS2 (centres undefined),66
O=C(Cn1nc(-c2cccs2)c2sc(N3CCCC3)nc2c1=O)NCc1ccc2c(c1)OCO2,74
COC(=O)c1cn(NC(=O)c2cc(-c3ccco3)nc3ccccc23)c(=O)c2ccccc12,61
CCOc1cn2c(cc1=O)C(=O)N(CCNC(=O)c1ccccc1C)CC2,62
O=C(Nc1nc2cc3c(cc2s1)OCO3)c1ccc(Br)s1,67
CCOC(=O)CCC(=O)OC1C(OC2C(C)C(OC3CC(C)(OC)C(O)C(C)O3)C(C)C(=O)OC(CC)C(C)(O)C(O)C(C)C(=O)C(C)CC2(C)O)OC(C)CC1N(C)C (centres undefined),63
O=C(C1CCN(c2ccc(-c3ccc(F)cc3)nn2)CC1)N1CCN(Cc2ccccc2)CC1,60
CC(C)CNC(=O)CSc1nnc(-c2ccncc2)n1-c1ccccc1,62
N#C/C(=C\c1ccc(OCc2cc(F)cc(F)c2)cc1)S(=O)(=O)c1ccccc1,56
CCOc1ccc(-c2noc(CN3N=NC4C(=O)N(c5ccc(C(C)C)cc5)C(=O)C43)n2)cc1OC (centres undefined),60
N=c1scc(-c2ccc(Cl)cc2)n1-c1ccccc1F,60
O=C(O)CCn1cncn1,63
NC(=O)CSc1nc(-c2ccccc2)c(NC(=O)c2cc3ccccc3oc2=O)s1,60
Cn1ccnc1Sc1cnc(=S)[nH]c1-c1ccccc1,56
Cc1sc2nc[nH]c(=O)c2c1-c1ccc(Cl)cc1,73
O=C(Nc1nnc(-c2ccc3c(c2)CCCC3)o1)c1cccc(C(F)(F)F)c1,60
OC1(C(F)(F)F)CC(C23CC4CC(CC(C4)C2)C3)=NN1 (centres undefined),52
COc1ccc(-c2ccc(=O)n(CCCC(=O)Nc3ccc(C)c(F)c3)n2)cc1OC,73
CCOC(=O)c1oc2ccccc2c1NC(=O)c1ccc(S(=O)(=O)N(CC)CC)cc1,61
CCC(C)N1CCC2(CC1)N=c1c(c3c4c5c(C)c(O)c3c(O)c1=NC(=O)/C(C)=C/C=C/[C@H](C)[C@H](O)[C@@H](C)[C@@H](O)[C@@H](C)[C@H](OC(C)=O)[C@H](C)[C@@H](OC)/C=C/O[C@@](C)(O5)C4=O)N2 (some centres undefined),49
CN(C)c1ccc(CCNC(=O)C(=O)NCCN2CCOCC2)cc1,72
O=C(CCc1ccccc1)NCC1CCN(Cc2ccco2)CC1,73
Cc1ccc(S(=O)(=O)Oc2ccc(F)cc2)c(C)c1C,57

# The list is partial; rates above refer to the full screens.
